# PriA SSB inh – inhibitors of Klebsiella pneumoniae PriA binding to SSB C-terminal tail; AlphaScreen SSBct-PriA binding, biotinylated peptide; inhibition, % at 33 µM; actives 0.6% (n = 430,000); AID 1272365; in the data active = inhibition mostly above about 37%, no sharp cut-off; inactive = mostly below about 20%;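 note: plate controls were negative control peptide for no effect and reference peptide for full effect; strong numbers were not always called active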
# Y pestis TopoI – Y. pestis Topo-I inhibition via cleavage products; Y. pestis Topo-I cleavage product accumulation, plate reader; activity, % at 10 µM; AID 504884; actives 0.064% (n = 360,000); in the data active = activity above about 50%, passing the limit was not always enough; note: inactives centre near 2
# Vc quorum ag – inducers of Vibrio cholerae quorum light production without autoinducers | V. cholerae BH1578 lux reporter, luminescence, 6 h | activation, % at 18.7 µM | actives 0.16% (n = 350,000) | AID 588436; in the data active = activation mostly above about 9.7%, no sharp cut-off; note: not every result past the cut was called active; inactives centre near 0; reference of the scale not given here
# CCHF vOTU inh – CCHFV vOTU protease inhibition. Pep-AMC fluorescence. inhibition, % at 11.5 µM. actives 0.55% (n = 370,000); in the data active = inhibition above about 30%; note: 0% = vehicle wells with enzyme and 100% = no enzyme wells
# MazF activator – MazEF (E. coli) toxin RNase activation | actives 0.32% (n = 350,000) | activation, % at 20 µM | FAM/BHQ RNA-DNA oligo cleavage fluorescence, 5 h | P0AE70; in the data active = activation above about 50%
# Target sequence (P0AE70 whole entry, looked up): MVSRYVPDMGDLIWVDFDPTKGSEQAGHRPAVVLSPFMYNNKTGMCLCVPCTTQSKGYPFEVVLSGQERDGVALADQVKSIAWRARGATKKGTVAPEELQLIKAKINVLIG
# TcdB GH inh – inhibitors of Clostridioides difficile toxin B glycohydrolase. P18177. TcdB glycohydrolase enzymatic assay, plate reader. actives 0.24% (n = 350,000). inhibition, % at 9.99 µM; in the data active = inhibition above about 10%
# 3CLpro inhibitor – SARS-CoV 3CLpro protease inhibition; P0C6X7; recombinant SARS-CoV 3CLpro, quenched FRET peptide cleavage; inhibition, % at 6 µM; actives 0.14% (n = 290,000); in the data active = inhibition above about 12%
# PrPC TRFRET – cell surface PrPC inhibition, primary TR-FRET screen; P04156; TR-FRET read-out; inhibition, % at 13.8 µM; actives 0.43% (n = 370,000); in the data active = inhibition above about 24%; note: 0% = median of the test wells and 100% = reference compound wells
# Rv3671c inh – inhibits the M. tuberculosis serine protease Rv3671c; inhibition, % at 5.96 µM; actives 0.048% (n = 320,000); AID 2606; P9WHR9; in the data active = inhibition above about 38%;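 note: extracellular domain of Rv3671c used as enzyme; 0% = enzyme with DMSO and 100% = no enzyme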
# Target sequence (P9WHR9 whole entry, looked up, the tested form may be a part): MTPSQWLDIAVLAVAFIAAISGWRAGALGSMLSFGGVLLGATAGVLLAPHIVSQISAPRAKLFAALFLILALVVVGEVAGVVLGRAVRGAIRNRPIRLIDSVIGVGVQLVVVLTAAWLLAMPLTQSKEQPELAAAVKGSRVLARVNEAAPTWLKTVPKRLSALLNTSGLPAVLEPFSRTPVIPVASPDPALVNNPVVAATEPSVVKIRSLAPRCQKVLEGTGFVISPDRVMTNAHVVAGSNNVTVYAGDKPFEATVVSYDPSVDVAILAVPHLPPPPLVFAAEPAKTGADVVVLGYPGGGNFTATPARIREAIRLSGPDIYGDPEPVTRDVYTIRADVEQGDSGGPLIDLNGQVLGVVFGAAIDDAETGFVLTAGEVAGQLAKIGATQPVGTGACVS
# DUSP3 inh – DUSP3 (human) phosphatase inhibition. P51452. recombinant VHR phosphatase, pNPP absorbance. inhibition, % at 13.3 µM. actives 0.52% (n = 290,000); in the data active = inhibition above about 50%; note: some compounds called inactive have numbers as strong as hits
# Target sequence (P51452 whole entry, looked up): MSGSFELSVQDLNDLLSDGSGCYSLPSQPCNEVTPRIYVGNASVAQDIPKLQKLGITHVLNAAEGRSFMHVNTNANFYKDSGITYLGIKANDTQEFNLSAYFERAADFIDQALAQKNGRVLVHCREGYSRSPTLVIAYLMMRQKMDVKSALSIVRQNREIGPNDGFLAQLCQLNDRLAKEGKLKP
# The depositor's hits bear a star; i = inactive; / = not tested or not shown; & = joins results of further samples.
# Labels used below – A = PriA SSB inh; B = Y pestis TopoI; C = Vc quorum ag; D = CCHF vOTU inh; E = MazF activator; F = TcdB GH inh; G = 3CLpro inhibitor; H = PrPC TRFRET; I = Rv3671c inh; J = DUSP3 inh
CC(C)N1CCC(N2CCN(C/C=C/c3ccc(F)cc3)CC2CCO)CC1 (stereo unspecified)
  A: -3	B: -1	C: -0.2	D: 17	E: 3	F: 0.7	G: 0	H: -8	I: 2	J: 26
CC1=C(C)C(=O)C(CCCCC#CCCCC#CCO)=C(C)C1=O
  A: 3	B: 24	C: 11	D: /	E: -8	F: /	G: -5	H: /	I: -6	J: 12
O=P(c1ccc2c(c1)OCCO2)(N1CCOCC1)N1CCOCC1
  A: 17	B: -11	C: i	D: 18	E: -7	F: /	G: -9	H: -4	I: 0	J: -13
COc1ccc(CC(=S)N2CCOCC2)cc1OC
  A: -17	B: 3	C: -2.6	D: -2	E: 1	F: /	G: 5	H: 2	I: 1	J: 6
COc1ccc(O)c(-c2cc(-c3ccc(F)cc3)n[nH]2)c1
  A: 19	B: -12	C: -0.5	D: 4	E: 9	F: 0.2	G: -3	H: 4	I: 6	J: 6
Cc1cccc(N2C(=O)CC(N3CCN(Cc4ccc(Cl)cc4)CC3)C2=O)c1 (stereo unspecified)
  A: -5	B: 14	C: i	D: 5	E: 0	F: /	G: 9	H: -4	I: -4	J: 29
CC(NC(=O)COC(=O)C12CC3CC(CC(Br)(C3)C1)C2)c1ccccc1 (stereo unspecified)
  A: 5	B: 23	C: -0.8	D: 7	E: 11	F: -0.8	G: /	H: 5	I: 6	J: /
COc1ccc(CC(=O)OCC(=O)NC(=O)Nc2ccccc2F)cc1
  A: -12	B: 23	C: i	D: 5	E: -4	F: 0.1	G: /	H: -6	I: 3	J: /
Cc1ccc(-c2cn3cccc(C)c3n2)cc1
  A: 3	B: 2	C: -0.4	D: -7	E: 15	F: 1.2	G: 2	H: 2	I: /	J: -7
CC1CCN(S(=O)(=O)c2ccc(S(=O)(=O)N3CCCC3)cc2)CC1
  A: -5	B: -6	C: -0.1	D: -7	E: -7	F: 0.6	G: -3	H: 5	I: 3	J: -3
CCc1c(C(C)S(=O)(=O)c2ccccc2)[nH]c(=O)n1CC (stereo unspecified)
  A: -11	B: -1	C: -0.2	D: -5	E: -2	F: 0.1	G: 2	H: 4	I: -4	J: 18
COc1ccc(S(=O)(=O)N(C)C[C@H]2OCCCC[C@H](C)Oc3ccc(N(C)C)cc3C(=O)N([C@H](C)CO)C[C@@H]2C)cc1
  A: /	B: 34	C: i	D: 22	E: 3	F: -7.0&-8.2	G: /	H: -7	I: /	J: /
Cc1ccccc1NC(=S)N(CCN(C)C)C(C)c1ccccn1 (stereo unspecified)
  A: 6	B: -1	C: -3.2	D: -18	E: -4	F: /	G: -2	H: 0	I: -6	J: -1
Cc1ccccc1OCCOC(=O)c1ccc(S(=O)(=O)N2CCCC2)cc1
  A: -8	B: 50	C: -1.6	D: 8	E: 0	F: -0.9	G: /	H: 1	I: -18	J: /
CC1CCCC/C1=N\NC(=S)Nc1cccnc1 (stereo unspecified)
  A: /	B: -1	C: 1.5	D: -7	E: 4	F: 0.6	G: 0	H: -5	I: 0	J: 2

# Continued:
# Labels used below – A = PriA SSB inh; B = Y pestis TopoI; C = Vc quorum ag; D = CCHF vOTU inh; E = MazF activator; F = TcdB GH inh; G = 3CLpro inhibitor; H = PrPC TRFRET; I = Rv3671c inh; J = DUSP3 inh
CCOC(=O)C1CCN(C(=O)CSc2ccccc2)CC1
  A: -8	B: 1	C: i	D: -8	E: -4	F: /	G: 3	H: 3	I: 2	J: 11
CC(C)NC(=O)NC(=O)COC(=O)Cc1ccsc1
  A: -7	B: 3	C: i	D: 0	E: -7	F: /	G: -3	H: -2	I: -4	J: 5
CSc1ccc(C(=O)N2CCc3ccc(NC(=O)c4ccccn4)cc3C2)cc1
  A: 8	B: -6	C: -0.1	D: 4	E: -8	F: 1.2	G: 2	H: 2	I: -17	J: -17
CC(C)n1cc(CN2CCC(n3nccc3NC(=O)CCCc3ccccc3)CC2)cn1
  A: 8	B: 2	C: i	D: -12	E: 0	F: 1.6	G: -1	H: -3	I: /	J: 0
CCN(CC)S(=O)(=O)c1cccc(C(=O)N[C@H](C(=O)NNC(=O)c2ccccc2)C(C)C)c1
  A: 5	B: 0	C: -0.4	D: 5	E: 8	F: 0.1	G: 1	H: 6	I: -5	J: -15
CCCCCOC(=O)C1=C(C)NC(=O)NC1c1ccccc1OCC (stereo unspecified)
  A: -8	B: 0	C: -1.4	D: 22	E: 5	F: /	G: 5	H: -5	I: -7	J: 22
CCc1cc(=O)oc2c3c(cc(OCC(=O)Nc4cccnc4)c12)OC(C)(C)CC3
  A: -7	B: 29	C: -0.6	D: -5	E: 11	F: 0.8	G: 2	H: 7	I: -6	J: 20
Cc1cccc(C(=O)Nc2sc3c(c2C#N)CCCCC3)c1
  A: -4	B: -5	C: 0.5	D: 4	E: -5	F: /	G: 1	H: -1	I: -2	J: -5
COC(=O)c1sc(S(=O)(=O)NCC(=O)O)c(C(=O)OC)c1C
  A: -5	B: 4	C: -0.2	D: -9	E: -5	F: 0.1	G: 2	H: -3	I: 4	J: 36
O=C(COC(=O)C1CC2CCCC(C1)C2=O)Nc1nc(-c2ccc(F)c(F)c2)cs1 (stereo unspecified)
  A: 6	B: -3	C: i	D: 13	E: 6	F: -2.9	G: /	H: 1	I: -16	J: /
O=C(NCCCNC(=O)c1ccc(Cl)cc1Cl)c1ccccn1
  A: -19	B: 3	C: 1.2	D: 14	E: -4	F: 1.3	G: -7	H: 4	I: -3	J: 28
COc1ccc(-c2cc3nc(-c4ccccc4)cc(N4CCC5(CC4)OCCO5)n3n2)cc1
  A: -19	B: 13	C: -0.6	D: -7	E: -7	F: 1.0	G: 0	H: -6	I: -27	J: 17
Cc1oc(-c2ccccc2F)nc1CS(=O)(=O)CC(=O)NC1CCCC(C)C1C (stereo unspecified)
  A: -20	B: 11	C: i	D: 19	E: 4	F: 3.2	G: 3	H: 0	I: -2	J: 34
FC(F)(F)c1ccc(-c2n[nH]c(=S)o2)nc1
  A: -5	B: 1	C: i	D: -4	E: -7	F: 1.0	G: 0	H: -5	I: -5	J: 19
CC(C)OC(=O)CSc1ncnc2c1cnn2-c1ccccc1
  A: -11	B: 6	C: i	D: 10	E: -10	F: 1.1	G: 1	H: 6	I: -3	J: 4

# Arranged by length of the SMILES (falling): nine of the compounds above
# Labels used below – A = PriA SSB inh; B = Y pestis TopoI; C = Vc quorum ag; D = CCHF vOTU inh; E = MazF activator; F = TcdB GH inh; G = 3CLpro inhibitor; H = PrPC TRFRET; I = Rv3671c inh; J = DUSP3 inh
O=C(COC(=O)C1CC2CCCC(C1)C2=O)Nc1nc(-c2ccc(F)c(F)c2)cs1 (stereo unspecified)
  A: 6	B: -3	C: i	D: 13	E: 6	F: -2.9	G: /	H: 1	I: -16	J: /
CC(NC(=O)COC(=O)C12CC3CC(CC(Br)(C3)C1)C2)c1ccccc1 (stereo unspecified)
  A: 5	B: 23	C: -0.8	D: 7	E: 11	F: -0.8	G: /	H: 5	I: 6	J: /
CSc1ccc(C(=O)N2CCc3ccc(NC(=O)c4ccccn4)cc3C2)cc1
  A: 8	B: -6	C: -0.1	D: 4	E: -8	F: 1.2	G: 2	H: 2	I: -17	J: -17
COC(=O)c1sc(S(=O)(=O)NCC(=O)O)c(C(=O)OC)c1C
  A: -5	B: 4	C: -0.2	D: -9	E: -5	F: 0.1	G: 2	H: -3	I: 4	J: 36
CC1=C(C)C(=O)C(CCCCC#CCCCC#CCO)=C(C)C1=O
  A: 3	B: 24	C: 11	D: /	E: -8	F: /	G: -5	H: /	I: -6	J: 12
O=P(c1ccc2c(c1)OCCO2)(N1CCOCC1)N1CCOCC1
  A: 17	B: -11	C: i	D: 18	E: -7	F: /	G: -9	H: -4	I: 0	J: -13
Cc1ccccc1NC(=S)N(CCN(C)C)C(C)c1ccccn1 (stereo unspecified)
  A: 6	B: -1	C: -3.2	D: -18	E: -4	F: /	G: -2	H: 0	I: -6	J: -1
CCOC(=O)C1CCN(C(=O)CSc2ccccc2)CC1
  A: -8	B: 1	C: i	D: -8	E: -4	F: /	G: 3	H: 3	I: 2	J: 11
CC(C)NC(=O)NC(=O)COC(=O)Cc1ccsc1
  A: -7	B: 3	C: i	D: 0	E: -7	F: /	G: -3	H: -2	I: -4	J: 5

# (further entries)
# Labels used below – A = PriA SSB inh; B = Y pestis TopoI; C = Vc quorum ag; D = CCHF vOTU inh; E = MazF activator; F = TcdB GH inh; G = 3CLpro inhibitor; H = PrPC TRFRET; I = Rv3671c inh; J = DUSP3 inh
CCN(CC)c1ccc(NC(=O)CN2CCN(c3ccc(F)cc3)CC2)cc1
  A: 16	B: -4	C: i	D: 15	E: 0	F: /	G: -2	H: 0	I: 6	J: 14
CCOc1ccc(C(=O)OCC(=O)Nc2cccc(S(=O)(=O)N3CCCC3)c2)cc1
  A: -14	B: 14	C: i	D: 19	E: -4	F: 0.8	G: /	H: 2	I: -14	J: /
Fc1ccc(C2=CC(c3ccco3)n3ncnc3N2)cc1 (stereo unspecified)
  A: -20	B: -3	C: i	D: /	E: 13	F: /	G: -1	H: /	I: -3	J: -4
CC(=O)Nc1ccc2c(c1)CCCC2
  A: -14	B: -6	C: -0.3	D: -11	E: 4	F: 0.7	G: 0	H: 4	I: -4	J: 1
COc1cc(NCCCCC(C)N)c2nccc(C)c2c1 (stereo unspecified)
  A: /	B: -5	C: i	D: 57*	E: 9	F: -0.3	G: /	H: -36	I: /	J: /
CN(C(=O)CSc1nnc(NC2CCCCC2)s1)C1CCS(=O)(=O)C1 (stereo unspecified)
  A: -7	B: -2	C: -0.6	D: -16	E: 4	F: /	G: 4	H: 5	I: 5	J: -5
CCC(=O)c1c[nH]c(C(=O)NCCCn2ccnc2)c1
  A: 33	B: -5	C: i	D: 5	E: 5	F: /	G: -5	H: -1	I: -4	J: 10
CC1(C)CC2CC(C)(CN2C(=O)COC(=O)c2ccc(Cl)c(N)c2)C1 (stereo unspecified)
  A: 0	B: 11	C: -0.3	D: -10	E: -6	F: 2.7	G: 6	H: 1	I: 2	J: 27
Cc1cc(C)cc(N(C(C)C(=O)NC2CCCC2)S(C)(=O)=O)c1 (stereo unspecified)
  A: -12	B: 9	C: -0.2	D: -2	E: 5	F: /	G: 6	H: 0	I: 1	J: -7
CCN(CC)CCCNC(=O)c1cc(-c2ccc(Cl)c(Cl)c2)on1
  A: -16	B: -1	C: -0.4	D: /	E: 15	F: 1.3	G: 4	H: /	I: 2	J: 4
CCN(CCCNC(=O)CNC(=O)Cn1cnc2ccccc2c1=O)c1cccc(C)c1
  A: -3	B: 23	C: i	D: 1	E: 0	F: /	G: 3	H: -2	I: 0	J: 7
Cc1cc(Cl)cc(C)c1OCCCCN1CCOCC1
  A: -7	B: 15	C: i	D: -1	E: -6	F: /	G: -4	H: 0	I: 3	J: -2
O=C(CSc1ncc(-c2ccc(F)cc2)n1Cc1ccco1)Nc1nccs1
  A: -12	B: 0	C: 0.4	D: 0	E: -1	F: /	G: -1	H: 5	I: 3	J: 15
CCc1cc(-c2nnn(CCC3COCCO3)c2CC)ccc1-c1cn(CCc2c[nH]c3ccccc23)nn1 (stereo unspecified)
  A: /	B: 4	C: i	D: -3	E: -6	F: 2.8	G: /	H: 6	I: /	J: /
O=C(c1cc2cc([N+](=O)[O-])ccc2s1)N1CCCCC1
  A: -9	B: 9	C: -0.2	D: -6	E: 2	F: -1.2	G: 6	H: -29	I: 0	J: 12
O=C(C1CCCN(S(=O)(=O)c2cccc3nsnc23)C1)N1CC=C(c2ccccc2)CC1 (stereo unspecified)
  A: 17	B: 21	C: i	D: 14	E: -7	F: /	G: 1	H: -21	I: -9	J: 27
O=c1c2ccccc2nc(/C=C/c2c[nH]c3ccccc23)n1-c1ccc([N+](=O)[O-])cc1
  A: -7	B: 0	C: -0.3	D: -6	E: 9	F: 0.1	G: 2	H: -5	I: 2	J: -5
COc1ccc(Br)cc1/C=N/NC(=O)c1ccco1
  A: /	B: 3	C: -0.7	D: -1	E: 14	F: 0.4	G: -2	H: -2	I: -6	J: 7

# A portion of the library; count on the stated rates, not on these rows.
